From PubChem
PolyA inh: inhibitors of polyadenylation in S. cerevisiae; calls only at 12 µM; S. cerevisiae SKY197-pL101 polyadenylation reporter, beta-gal luminescence; efflux-impaired pdr1/pdr3 knockout yeast; score 100 = 6 SD above DMSO; AID 1875; actives 0.02% (n = 300,000);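 active = lowest replicate activity score at least 50, where 100 means six control SD above control mean; inconclusive = lowest score under 50 but half or more replicates reach 50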;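 note: yeast exposed to compound for 9 h at 30 °C; higher score means more reporter readthrough which indicates perturbed polyadenylation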
HSP90 inh: inhibitors of HSP90 luciferase refolding in rabbit reticulocyte lysate; inhibition, % at 5.6 µM; actives 0.91% (n = 290,000); luciferase refolding luminescence, 3 h;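 active = inhibition above the screen-wide mean plus 3 SD, computed separately per campaign, cut at about 16% in these data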;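 note: 0% = DMSO wells and 100% = 60 µM geldanamycin wells; inhibitors lower the luminescence because luciferase stays unfolded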
HSF1 activator: increases HSF-1 driven luciferase reporter signal; NIH3T3-HGL HSF-1 luciferase reporter, MG132, 8 h; 100% = twice DMSO control signal; actives 1.7% (n = 300,000); activation, % at 9 µM;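 active = mean replicate activation of at least 50% with a set share of replicates each reaching 50%; inconclusive = only one of those two conditions met; inactive = mean below 50% and too few replicates reaching it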;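 note: 0% = median of the neutral control wells and 100% = twice that signal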
Platelet DG rel: modulates dense granule release in human platelets. human platelet-rich plasma, SFLLRN dense granule ATP release, luminescence. inhibition, %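 (compounds screened at 7.5 µM in platelet-rich plasma)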. actives 0.22% (n = 300,000);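 active = mean replicate score, as percent of positive control, at or above 50; inconclusive = mean below 50 but at least one replicate at or above 50; inactive = mean and every replicate below 50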
AI-2 QS mod: modulators of Vibrio harveyi AI-2 quorum sensing system. Vibrio harveyi JMH597 AI-2 luminescence/OD600 ratio, 9 h; active compounds read low; strain lacks LuxN and CqsS sensors; 0 = neutral-control median. activity change, % at 7.5 µM. actives 0.4% (n = 300,000). AID 2094; in the data active = activity change below about -75%, passing the limit was not always enough; inconclusive = no clear call, values can overlap the other calls;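 note: luminescence divided by OD600 gain over 9 h not by final OD600 alone; inactives centre near 13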
HSF1 inhib: HSF1 inhibition; activity change, negative = inhibition, % at 7.5 µM (by protocol); NIH3T3-HGL HSE-luciferase, MG132-induced, luminescence 8 h; active compounds read low; actives 0.77% (n = 300,000); AID 2098;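 active = more than half of replicate wells show activity change below -50%, luminescence cut by over half; inconclusive = some wells, but at most half, below -50%; inactive = no replicate well below -50%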;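 note: luciferase reports HSF-1 transcriptional activity via heat shock element; 0% = median of DMSO wells and -100% = zero luminescence signal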
GSK3 alpha inh: human GSK-3 alpha kinase inhibition; inhibition, % at 10 µM; P49840; ADP-Glo luminescence, 60 min; AID 2650; actives 0.1% (n = 320,000);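 in the data active = inhibition above about 50%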;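 note: GST-tagged GSK-3 alpha with peptide substrate and 25 µM ATP; 0% = DMSO neutral wells and 100% = GW8510 positive control wells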
GSK3B inh: inhibitors of human GSK3beta kinase; actives 0.038% (n = 300,000); GST-GSK3beta kinase, ADP-Glo luminescence, 60 min; active compounds read low; activity score (negative = inhibition), % at 10 µM;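 active = more than half of replicate wells score below -50%, meaning over 50% inhibition versus plate controls; inconclusive = some replicates but at most half score below -50%; inactive = no replicate scores below -50%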;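 note: 0% = median DMSO wells and -100% = median GW8510 positive control wells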
Target sequence (P49841 whole entry, looked up): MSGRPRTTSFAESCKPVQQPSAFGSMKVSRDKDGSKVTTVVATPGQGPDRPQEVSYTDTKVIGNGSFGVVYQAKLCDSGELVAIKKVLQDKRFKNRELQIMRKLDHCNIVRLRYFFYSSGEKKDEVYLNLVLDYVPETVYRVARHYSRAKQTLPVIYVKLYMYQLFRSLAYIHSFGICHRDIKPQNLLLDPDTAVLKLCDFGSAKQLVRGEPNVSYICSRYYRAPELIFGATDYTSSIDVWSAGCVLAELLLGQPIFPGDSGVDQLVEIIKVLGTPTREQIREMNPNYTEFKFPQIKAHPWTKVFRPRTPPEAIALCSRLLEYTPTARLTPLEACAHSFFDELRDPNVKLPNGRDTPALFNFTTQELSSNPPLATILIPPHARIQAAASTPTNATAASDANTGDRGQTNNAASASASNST
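test system = GST-tagged human GSK3beta kinase, cell-free | reagent = 25 µM ATP with peptide substrate | dosing = one dose of 10 µM per compound | schedule = 60 min reaction, RT | detection = luminescent ADP-Glo measurement of ADP formed | control set = DMSO neutral wells and GW8510 at 20 µM as positive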
HDAC3 inh: human HDAC3 inhibition; recombinant HDAC3, fluorogenic peptide/trypsin coupled, fluorescence; inhibition, % at 8.3 µM; actives 0.15% (n = 320,000); AID 2718; in the data active = inhibition above about 26%, passing the limit was not always enough; inconclusive = no clear call, values can overlap the other calls
Target sequence (O15379 whole entry, looked up): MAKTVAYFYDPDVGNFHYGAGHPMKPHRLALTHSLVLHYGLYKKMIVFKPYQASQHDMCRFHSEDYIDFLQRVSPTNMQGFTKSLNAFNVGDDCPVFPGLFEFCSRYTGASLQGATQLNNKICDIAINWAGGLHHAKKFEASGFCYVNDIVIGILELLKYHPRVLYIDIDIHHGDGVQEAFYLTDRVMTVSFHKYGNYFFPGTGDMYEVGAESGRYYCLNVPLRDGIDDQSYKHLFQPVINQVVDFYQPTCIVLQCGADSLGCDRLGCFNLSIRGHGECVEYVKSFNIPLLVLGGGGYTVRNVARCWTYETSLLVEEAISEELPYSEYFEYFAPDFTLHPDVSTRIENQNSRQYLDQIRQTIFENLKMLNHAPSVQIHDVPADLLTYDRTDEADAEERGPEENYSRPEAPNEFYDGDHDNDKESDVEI
Dyrk1A ADPGlo: blocks rat Dyrk1A kinase activity. Q63470. actives 0.43% (n = 310,000). ADP-Glo luminescence, NFATc1 peptide. inhibition, % at 12.5 µM; in the data active = inhibition above about 50%;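 note: plate controls were vehicle with enzyme for no effect and no enzyme for full effect; many of its hits are not listed in these tables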
The depositor's hits bear a star; i = inactive; ? = inconclusive; . = no result given.

SMILES | PolyA inh | HSP90 inh | HSF1 activator | Platelet DG rel | AI-2 QS mod | HSF1 inhib | GSK3 alpha inh | GSK3B inh | HDAC3 inh | Dyrk1A ADPGlo
O=C(Nc1cccc(O)c1)C1CC(c2cccc(Br)c2)=NO1 (centres undefined) | i | 14 | 22 | 0 | -16 | -3 | 7 | -3 | -2 | 7
COc1cccc(CN2CCN(C(=O)c3cc(-c4ccccn4)nc4ccc(Cl)cc34)CC2)c1 | i | 2 | -3 | -5 | 3 | 0 | 2 | 4 | 4 | .
CC1CN(C(=O)Cn2cc(SCC(=O)N3CCOCC3)c3ccccc32)CC(C)O1 (centres undefined) | i | -6 | 2 | 0 | 14 | -8 | -6 | 0 | 0 | 2
C[C@@H](NC(=O)c1nc[nH]c1C(=O)NCC(=O)OCc1ccccc1)c1ccccc1 | . | -2 | -5 | -4 | 11 | 8 | -1 | 1 | 8 | 3
COc1ccc(CCNc2cc(N3CCN(C(=O)c4ccccc4OC)CC3)ccc2[N+](=O)[O-])cc1OC | i | . | 22 | 7 | 20 | -1 | 1 | -2 | 3 | 1
CN(C(=O)c1cccc([N+](=O)[O-])c1)c1ccccc1C(=O)NCc1ccccc1 | i | -3 | -3 | -3 | 10 | -3 | -2 | 1 | -1 | -10
CN(Cc1nc(-c2cnccn2)no1)CC1(c2ccccc2)CC1(C)C (centres undefined) | i | -2 | 17 | -1 | 11 | 1 | -1 | 2 | -7 | 6
CC(NS(=O)(=O)c1ccc(Br)cc1)C(c1cccs1)N1CCN(C)CC1 (centres undefined) | i | -6 | -7 | 34 | 31 | -6 | 3 | -1 | 7 | 0
CCCCCc1cc(=O)oc2c(C(CCN3CCN(c4ccccc4)CC3)c3ccc4c(c3)OCO4)c(OC)cc(OC)c12 (centres undefined) | i | . | 1 | -3 | 25 | 2 | 1 | -21 | -6 | .
COC(=O)c1sc(-c2ccc(Cl)cc2)cc1NC(=O)CSCC(=O)O | i | -6 | -5 | -11 | 8 | 2 | -6 | 4 | 7 | 1
CS(=O)(=O)N1CCCC(C(=O)Nc2ccc(F)cc2F)C1 (centres undefined) | i | 1 | -13 | -6 | -4 | 4 | -5 | 4 | -7 | 0
Cc1ccccc1CS(=O)(=O)Cc1ccc(C(=O)NC2CCCC2)o1 | i | -3 | 15 | -3 | 16 | 5 | 0 | -3 | -8 | -2
O=C(Nc1cccc2ccccc12)N1CCN(c2ccc(F)cc2)CC1 | i | 6 | -7 | 3 | 0 | -7 | 0 | -1 | 0 | -7
CCOCCn1c(CN2CCCC(C)C2)nc2c1c(=O)n(C)c(=O)n2C (centres undefined) | i | . | -7 | -7 | 10 | -8 | 0 | -4 | -1 | -1
COc1ccc(-n2nc(C(=O)NCc3ccco3)c3c4ccccc4n(C)c3c2=O)cc1Cl | i | -2 | -4 | 1 | 3 | -3 | 0 | 3 | -8 | -2
Cc1ccc(S(=O)(=O)/N=C(/Nc2cccc(C(=O)O)c2)c2ccccc2)cc1 | i | -1 | -9 | 8 | 13 | -7 | -2 | -1 | 2 | 3
O=c1[nH]c2ccc(S(=O)(=O)N3CCN(c4ccccc4)CC3)cc2[nH]c1=O | i | 0 | 0 | -6 | 14 | -2 | 0 | -2 | 1 | .
Cc1nnc(N2C(=O)C(O)=C(C(=O)c3ccco3)C2c2cccc3ccccc23)s1 (centres undefined) | i | 0 | -3 | -5 | 15 | 4 | 5 | 2 | 2 | .
Cc1nn(C)c(C)c1/C=C(/C(=O)C(C)(C)C)n1cncn1 | i | 3 | 11 | -13 | 0 | 2 | 0 | -2 | -10 | -2
O=C(CN1C(=O)c2ccccc2S1(=O)=O)NCc1ccco1 | i | -1 | -3 | -5 | 3 | -2 | -1 | -2 | -4 | 3
CCOc1cccc2sc(=NC(=O)CCS(=O)(=O)c3ccccc3)n(CC)c12 | i | 1 | 27 | 11 | 9 | 11 | 1 | 1 | 0 | 4
COC(=O)CCS(=O)(=O)c1ccc(NC(C)=O)cc1 | i | 4 | 6 | 4 | 5 | 0 | 3 | 1 | 4 | -2
Cn1c(NC(=O)c2ccccc2Br)cc(=O)n(C)c1=O | i | -3 | -5 | -21 | 22 | -6 | -2 | -3 | 8 | 2
CC(C)C(C)NC(=O)COc1ncnc2ccccc12 (centres undefined) | i | -2 | 7 | -12 | 20 | -10 | -1 | 2 | 0 | 11
Cc1c(C)n(C)c2ccc(C(=O)NCCCN3CCN(c4ccccc4F)CC3)cc12 | i | 2 | -16 | -3 | 8 | -5 | -2 | -2 | -8 | 1
Cc1cccc(NC(=O)CCN2CC(C)CC(C)C2)c1 (centres undefined) | i | -3 | 1 | 1 | 6 | 0 | -2 | -2 | -4 | -2
O=C1[C@@H]2[C@H](C(=O)N1Cc1cccnc1)[C@H]1C=C[C@@H]2C1 | i | -3 | 1 | 1 | 10 | 0 | -1 | 4 | 0 | 5
CC1CCC(C(=O)NC(C(=O)NCCCN2CCOCC2)C(C)C)CC1 (centres undefined) | i | 0 | -5 | -1 | 17 | -4 | 0 | 2 | -4 | 3
Cc1ccc(S(=O)(=O)Nc2cccc(C(=O)NCc3ccccn3)c2)cc1F | i | . | -10 | -5 | 8 | 1 | -2 | 4 | -8 | 3
CCC(Oc1ccccc1)C(=O)Nc1nc2c(s1)C(=O)CC(C)(C)C2 (centres undefined) | i | -2 | 11 | 9 | 0 | 5 | -1 | 3 | -5 | -3
N#Cc1ccc(COc2cccc3cccnc23)cc1 | i | -1 | 38 | 2 | . | 18 | -2 | . | 2 | -2
CN1CCC(N(C)C(=O)c2ccccc2Nc2ccc(SC(F)F)cc2)CC1 | i | -3 | -35 | 0 | 26 | -16 | 1 | -19 | 1 | .
CCN(CC(=O)Nc1ccc2c(c1)OCCO2)CC(=O)Nc1cc(C)on1 | i | -1 | -4 | -2 | 14 | -6 | -1 | 1 | -7 | 4
CC(=O)Nc1cccc(NC(=O)c2ccccc2OCc2c(C)noc2C)c1 | i | . | 5 | 2 | 16 | 2 | -1 | 4 | -3 | 3
CCCn1ccc(O)c(Cc2ccc(Cl)cc2)c1=O | i | 0 | 25 | 2 | 27 | 12 | -1 | 3 | -3 | 4
C=CCn1c(N2CCN(c3ccc(OC)cc3)CC2)nc2c1c(=O)[nH]c(=O)n2C | i | 3 | -2 | -4 | -10 | -9 | -3 | -2 | 4 | -3
COc1ccc2[nH]c3c(c2c1)CCN1C(=O)N([C@@H](C)C(=O)NCc2c(F)cccc2Cl)C(=O)[C@]31C | i | -1 | 15 | -3 | 24 | 4 | -1 | -3 | 1 | -4
CCOc1ccc(NC(=S)NC23CC4CC(CC(C4)C2)C3)cc1 | i | 0 | -5 | 4 | . | -3 | 6 | . | -3 | -2
CCOC(=O)c1c(C)oc2cc(Br)c(O)c(Br)c12 | i | -4 | -4 | -2 | 5 | 0 | . | 4 | -6 | 17
Cc1cc(C(=O)N2CCCC(C(=O)c3cccc(C(F)(F)F)c3)C2)nc(C)n1 (centres undefined) | i | -4 | 12 | 0 | 23 | 6 | 5 | 3 | 2 | -3
CCOc1cc(/C=N/Nc2nc(-c3cccs3)c(NC(C)=O)s2)ccc1O | i | 2 | -1 | 1 | 20 | -13 | 3 | -2 | 12 | -2
COc1ccccc1/C=N\NC(=O)c1c(C)nc2ccc(Cl)cn12 | i | 5 | 45 | 0 | 11 | 14 | -3 | -2 | 0 | 21
COc1cc(/C=N/NC(=O)CC#N)ccc1Oc1nc(Cl)ncc1F | i | -6 | 9 | 0 | -1 | 8 | 1 | 1 | 1 | -3
COn1c(-c2ccccc2)nc2c1CCc1nonc1-2 | i | -2 | -8 | 8 | 15 | -5 | -1 | 3 | -3 | 2
Cc1ccc(S(=O)(=O)N(C)C)cc1NC(=O)COc1ccccc1C(=O)Nc1ccccc1 | i | . | 0 | -2 | 11 | -6 | -3 | 2 | 7 | 2
CSc1nc2ccc3nc(NC(=O)c4cccs4)sc3c2s1 | i | 5 | 6 | 10 | 36 | 3 | -1 | 3 | 4 | 23
Cc1nn(-c2cc(N3CCCC3)ccc2[N+](=O)[O-])c(=O)c2ccccc12 | i | 0 | 17 | . | 14 | 3 | -2 | 0 | 0 | 0
CN(c1ccccc1)c1ccc(/C=c2\s/c(=C(/C#N)C(=O)C(C)(C)C)n(Cc3ccco3)c2=O)cc1 | i | 8 | -2 | -3 | 23 | 10 | -3 | 3 | 0 | .
COC(=O)c1ccc(NC(=O)Nc2ccc(F)c(Cl)c2)cc1 | i | -1 | 11 | 11 | 2 | 15 | -1 | 6 | -2 | 11
CCOC(=O)Cc1csc(NC(=O)c2c(-c3c(F)cccc3Cl)noc2C)n1 | i | 1 | -5 | -8 | 22 | 3 | -3 | -1 | 5 | 5
New compounds follow.
SMILES | PolyA inh | HSP90 inh | HSF1 activator | Platelet DG rel | AI-2 QS mod | HSF1 inhib | GSK3 alpha inh | GSK3B inh | HDAC3 inh | Dyrk1A ADPGlo
CCn1c(SCC(=O)N2CCN(C(=O)c3ccco3)CC2)nnc1C(C)C | i | 0 | 3 | -3 | 25 | -3 | 0 | -1 | -2 | -2
COc1ccc(CC(=O)NC(C)c2nnc(SCc3nc4ccccc4c(=O)[nH]3)n2C)cc1 (centres undefined) | i | 3 | -6 | -4 | 19 | 1 | 2 | -3 | 5 | 17
COc1ccc(-n2cc(CNCc3cccnc3)c(-c3cccc(F)c3)n2)cc1 | i | -1 | ? | -3 | 18 | 22 | 2 | 0 | -14 | -5
CC(=O)c1cccc(NC(=O)c2cc(C(C)C)on2)c1 | i | 3 | ? | 5 | 56 | 26 | -1 | 0 | 6 | 38
CCN(CC)CC(=O)Nc1ccc(C)cc1C(=O)c1ccccc1 | i | -3 | 9 | 9 | 17 | 2 | -3 | 0 | -8 | .
O=C(Nc1ccc(S(=O)(=O)Nc2ccnn2-c2ccccc2)cc1)C(F)(F)F | i | -3 | 10 | 9 | -5 | 0 | -2 | -3 | 3 | 2
CCOC(=O)c1cccc(NC(=O)Cn2nc(C)n3cccc3c2=O)c1 | i | 1 | 2 | 6 | -97* | -1 | -1 | -2 | 5 | 3
CC(NCC(=O)NCCc1ccc(S(N)(=O)=O)cc1)c1ccc(F)cc1 (centres undefined) | i | -3 | 52* | 4 | 11 | 8 | -2 | 0 | -3 | -4
O=C(COC(=O)/C=C/c1ccccc1)NCc1ccc(Cl)cc1 | i | 0 | -14 | -1 | 18 | -12 | 0 | 0 | -5 | -2
COc1cccc(CN2CCN(Cc3ccccc3C(F)(F)F)CC2)c1 | i | 8 | -10 | -6 | 14 | 1 | -3 | -1 | 4 | -2

An excerpt; count on the stated rates, not on these rows.
